Bioassay records (PubChem BioAssay)
EPAC2 antag – EPAC2 (human) antagonism; EPAC2 GEF exchange of Rap1B-BODIPY-GDP, fluorescence; Potency, µM (titrated, usually from 114 µM), without a hit: at the top dose activity, negative = inhibition, most hits filed as inhibitors; 0.18% of 360,000 active; also: potency is read from the fitted curve at half-maximal effect; % is scaled to controls: 0 for no effect and ±100 for the full control effect; nearly all actives have a fitted effect of over 45% in size; many of its hits are not listed in these tables
Target sequence (Q8WZA2 whole entry, looked up): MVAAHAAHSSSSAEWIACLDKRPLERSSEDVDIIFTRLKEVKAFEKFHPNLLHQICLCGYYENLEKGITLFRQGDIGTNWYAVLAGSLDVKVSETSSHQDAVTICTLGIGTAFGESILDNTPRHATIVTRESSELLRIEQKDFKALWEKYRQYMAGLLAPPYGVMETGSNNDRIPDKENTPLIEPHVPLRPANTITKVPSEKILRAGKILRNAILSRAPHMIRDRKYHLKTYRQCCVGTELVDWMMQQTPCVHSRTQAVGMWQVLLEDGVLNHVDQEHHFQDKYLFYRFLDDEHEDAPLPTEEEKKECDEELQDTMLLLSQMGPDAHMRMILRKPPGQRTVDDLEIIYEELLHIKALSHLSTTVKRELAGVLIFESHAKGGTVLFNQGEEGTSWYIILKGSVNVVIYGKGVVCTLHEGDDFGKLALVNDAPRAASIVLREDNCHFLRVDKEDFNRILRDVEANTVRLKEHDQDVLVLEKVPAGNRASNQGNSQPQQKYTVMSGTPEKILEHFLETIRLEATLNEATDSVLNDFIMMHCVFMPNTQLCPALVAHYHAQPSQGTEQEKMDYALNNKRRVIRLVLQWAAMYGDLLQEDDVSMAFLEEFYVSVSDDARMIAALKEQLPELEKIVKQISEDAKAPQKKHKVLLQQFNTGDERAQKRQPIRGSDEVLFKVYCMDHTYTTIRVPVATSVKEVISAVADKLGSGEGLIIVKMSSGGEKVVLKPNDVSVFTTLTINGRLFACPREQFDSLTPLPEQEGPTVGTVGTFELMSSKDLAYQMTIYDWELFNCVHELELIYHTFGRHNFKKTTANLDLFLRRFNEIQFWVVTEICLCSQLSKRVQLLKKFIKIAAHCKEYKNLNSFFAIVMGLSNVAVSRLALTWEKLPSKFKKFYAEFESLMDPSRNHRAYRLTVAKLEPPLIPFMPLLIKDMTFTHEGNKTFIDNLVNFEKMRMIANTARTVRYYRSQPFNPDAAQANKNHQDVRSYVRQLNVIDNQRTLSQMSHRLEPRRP
Nrf2 ARE act – Nrf2 pathway activation; Potency, µM (top dose mostly 46.1 µM), for inactives: top-dose activation, hits mostly activators; AREc32 ARE-luciferase reporter (MCF7-derived line), luminescence, 24 h; AID 624171; 0.31% of 410,000 active; also: potency is read from the fitted curve at half-maximal effect; % of control where 0% means no effect; nearly all actives have a fitted effect of over 65% in size
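Luciferase luminescence (Steady-Glo, 30 min at room temperature) served as the read-out of ARE activation in AREc32 cells treated with compounds for 24 hr at 37 deg C.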
MmCpn inh – inhibitors of Methanococcus maripaludis chaperonin (MmCpn) | purified Mm-Cpn ATPase, ADP Transcreener TR-FRET | Potency, µM (doses to about 76.9 µM), for the others: top-dose activity, negative = inhibition, usual class: inhibitors | 0.031% of 330,000 active | AID 504842; also: potency is read from the fitted curve at half-maximal effect; % is scaled to controls: 0 for no effect and ±100 for the full control effect; nearly all actives have a fitted effect of over 80% in size
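Purified archaeal Mm-CPN (25nM final) preincubated 10 min at 37degC with compound, then 10uM ATP for 30 min at 37degC; ADP measured by HTRF Transcreener TR-FRET; buffer 30 mM TRIS pH 7.4, 100mM KCl, 5mM MgCl2, 1mM DTT.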
A549 viability – counter-screen for Nrf2 inhibitors: cytotoxicity in A549 cells. A549 ARE-Fluc cells, CellTiter-Fluor viability, 18-24 h. Potency, µM (doses to about 46 µM), for inactives: at the top dose activity change, negative = cytotoxicity, actives largely listed as inhibitors. 0.16% of 390,000 active; also: potency is read from the fitted curve at half-maximal effect; % is scaled to controls: 0 for no effect and ±100 for the full control effect
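A549 ARE_Fluc cells in 5% FBS OPTI-MEM were exposed to compounds in concentration-response for 18-24 h at 37 deg C. Viability was read by CellTiter-Fluor fluorescence (Ex 405/Em 525) after 30 min, before the luciferase read.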
TGFb inhibitor – TGF-b pathway inhibition. HepG2 CAGA-GFP TGF-b/SMAD3 reporter, GFP fluorescence, 18 h; TGF-beta stimulated, 500 pg/mL final. 1.2% of 410,000 active. Potency, µM (doses to about 46.1 µM), without a hit: top-dose activity, negative = inhibition, hits mostly inhibitors; also: potency is read from the fitted curve at half-maximal effect; % is scaled to controls: 0 for no effect and ±100 for the full control effect; nearly all actives have a fitted effect of over 65% in size
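Inhibition was scored as loss of TGF-beta-induced (500 pg/mL final, 18 hours, 37 degrees C) GFP in HEPG2 cells carrying a CAGA-GFP reporter, in DMEM with 1% FBS. Well GFP was summed per cell; Activity was normalised to unstimulated and stimulated DMSO wells, then concentration-response fitting.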
CCT modulator – modulators of cytosolic chaperonin (CCT/TRiC) activity; 0.3% of 360,000 active; purified chaperonin ATPase assay, HTRF ADP detection, 30 min; AID 651819; activity change, % (concentration not given with the values), hits read low; in the data active = activity change below about -30%; also: % is scaled to controls: 0 for no effect and ±100 for the full control effect
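Nucleotide hydrolysis assay: TRiC at 20–40 nM final (set by batch activity) with 10 uM ATP, 30 min at 37 °C, in presence of 76 uM compound. Detection by competitive ADP HTRF, 30 min ambient.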
Nrf2 inh – Nrf2 pathway inhibition | Potency, µM (highest dose often 46 µM), inactives show top-dose activity change, negative = inhibition, most hits filed as inhibitors | AID 504444 | A549 ARE-Fluc reporter, luciferase luminescence, 18-24 h | 2.1% of 360,000 active; also: potency is read from the fitted curve at half-maximal effect; % is scaled to controls: 0 for no effect and ±100 for the full control effect; nearly all actives have a fitted effect of over 60% in size
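Nrf2 function is reported as luminescence of an ARE-controlled luciferase in A549 cells. Compounds were tested at several concentrations, and a CellTiter-Fluor read on the same wells flagged cytotoxicity.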
pAkt inh – blocks phosphorylation of Akt. Neuro2A IGF-stimulated pAkt S473 HTRF, 20 min; stronger effect = lower value. activity change, % for hits at 50 µM. 0.32% of 360,000 active. AID 651550; in the data active = activity change below about -80%; inconclusive = mostly about -51% to -80%; also: % is scaled to controls: 0 for no effect and ±100 for the full control effect
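Neuro2A cells in DMEM with 0.5% FBS, overnight at 37 deg C, given compound at single 50 µM final, then IGF (6 nM final) for 20 min at 37 deg C. Lysed; phospho-Akt Ser473 by HTRF after 24 h, 665/615 ratio.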
EPAC2 agonist – EPAC2 (human) agonism; EPAC2 activation, biochemical qHTS; response scale: 100% = 6.5 mM cAMP response; Q8WZA2; AID 720711; Potency, µM (doses to about 154 µM), for inactives: at the highest dose activation, usual class: activators; 0.079% of 360,000 active; also: potency is read from the fitted curve at half-maximal effect; nearly all actives have a fitted effect of over 50% in size
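Guanine nucleotide exchange by EPAC2 is measured as reduced fluorescence of BODIPY-GDP once it is released from 250 nM Rap1B. Plates are read kinetically for 30 min at room temperature; results are scaled to 6.5 mM cAMP.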
Active calls of the source: *; i = inactive; ? = inconclusive; . = no result given; [ ] = dose if it differs, or a comment. Unless noted, calls follow the shape of the dose curve; as a rule, active = well fitted curve in the direction sought with a large enough effect; inconclusive = small, poorly fitted or top-dose-only effect, or another doubt; inactive = no such curve, though single readings can be large; an effect the other way counts as inactive or inconclusive.

Results follow in this order: MmCpn inh | Nrf2 ARE act | pAkt inh | EPAC2 antag | EPAC2 agonist | Nrf2 inh | TGFb inhibitor | A549 viability | CCT modulator
Cc1cccc(N2CCN(S(=O)(=O)c3ccc(-c4coc(C)n4)cc3)CC2C)c1 (stereo not given)
 : 2% | 0.0% | i | -14% | 5% | ? | -15% | -3% | -0.7
CCOCCCNC(=S)NCCCNc1nc2c(C)cc(C)cc2cc1C#N
 : -1% | 13% | i | 4% | -3% | 18% | ? | 1% | 2.4
O=C(Nc1cccc(S(=O)(=O)N2CCCC2)c1)[C@@H]1O[C@H](CO)[C@@H](O)[C@H]1O
 : . | 0.1%[9.22 µM] | i | 7% | 8% | . | 24% | . | 0.4
OC(c1ccccc1)(c1nc(-c2csc3ccccc23)cs1)C(F)(F)F (stereo not given)
 : . | -0.4% | i | ? | 5% | . | ? | . | 0.0
CC1=NN(C(=S)Nc2ccccc2)C(c2ccccc2)C1 (stereo not given)
 : 1% | 0.4% | i | -3% | 16% | ? | 4% | 0% | -1.0
Cn1nc(C(=O)OCC(=O)N(Cc2ccccc2)C(C)(C)C)c2ccccc2c1=O
 : -2% | -0.5% | i | 1% | 16% | -9% | ? | -3% | -0.2
CCCCn1c(SCC(=O)Nc2nc(C)cs2)nnc1-c1cccnc1
 : 1% | -0.5% | i | 6% | -4% | . | 14% | -1% | -3.3
O=C(c1cccc(S(=O)(=O)N2CCN(c3ccccc3)CC2)c1)N1CC=C(c2ccccc2)CC1
 : 2% | 0.0% | i | -7% | 2% | ? | 0% | -2% | -2.1
CC(=O)c1ccc(N=C2C(=O)Nc3ccccc32)cc1
 : -8% | 3.7% | i | 2% | 6% | 8% | -11% | 0% | 1.1
CC(=O)N1CCc2c(sc3c2c(=O)n(-c2ccccc2C)c(=O)n3CC(=O)Nc2ccccc2)C1
 : . | 6.9% | . | . | . | -2% | -18% | 12% | .
O=C(C1=C(O)C(=O)N(CC2CCCO2)C1c1ccc(Cl)cc1Cl)c1ccco1 (stereo not given)
 : -6% | 1.4% | i | 1% | 9% | 2% | 10% | -9% | -2.6
Cc1ccc(S(=O)(=O)N2CCCC(C(=O)NC3CCCC3)C2)cc1 (stereo not given)
 : 1% | -0.3% | i | -6% | 8% | -22% | 4% | 1% | -2.6
CCCC(=O)O[C@]1(C(=O)CO)CC[C@H]2[C@@H]3CCC4=CC(=O)CC[C@]4(C)[C@H]3[C@@H](O)C[C@@]21C
 : -2% | -0.7% | i | -5% | 1% | 0.023µM* | -15% | -3% | 1.2
O=C1c2ccccc2C(=O)N1/N=C/c1ccc(Oc2ccc([N+](=O)[O-])cn2)cc1
 : 2%[15.4 µM] | 0.2% | i | -4% | -12% | -5% | ? | 0% | 0.0
CCOc1cc(C(=O)Nc2ccc(S(=O)(=O)NC3=NCCCCC3)cc2)cc(OCC)c1OCC
 : 2% | 2.6% | i | -17% | 4% | -8% | 2% | 2% | -2.7
Cc1cccc(C(=O)N2CCC(=O)N(C(COCc3ccc(Cl)cc3)Cc3ccccc3)CC2)c1 (stereo not given)
 : 0% | -0.8% | i | -5% | 2% | -27% | ? | -15% | -1.8
COc1ccccc1NC1=NC(C)(C)N=C(N)N1
 : -1% | 0.3% | i | 0% | 1% | -26% | 7% | -1% | -3.4
CC1CCCC(C)N1C(=O)COC(=O)c1ccc[nH]c1=O (stereo not given)
 : 1% | -0.6% | i | -1% | 4% | . | -2% | -5% | -0.1
CCN1CCN(c2ccc(S(=O)(=O)N3CCOCC3)cc2NC(=O)/C=C/c2ccc([N+](=O)[O-])cc2)CC1
 : 0% | ? | i | ? | -10% | 8% | -8% | -9% | 1.0
COc1ccc(OC)c(C2NC(=O)NC(C)=C2C(=O)OCc2ccccc2)c1 (stereo not given)
 : 1% | 0.2% | i | -11% | 7% | -29% | -4% | 7% | 2.9
O=C(COC(=O)c1cc(=O)c2ccccc2o1)NCC1CCCCC1
 : 0% | -0.3% | i | -4% | 1% | 7% | 11% | 8% | 2.6
COc1ccccc1NC(=O)CNC(c1ccccc1)c1ccccc1
 : -1% | 0.0% | i | -23% | 11% | -8% | -4% | -21% | -2.2
CC(C)Oc1ccc(CCN=C(N)N=C(N)N)cc1Cl
 : -2% | 0.7% | i | 1% | 2% | ? | -9% | -5% | 1.0
CC(=O)c1cccc(S(=O)(=O)NCC(c2ccco2)N2CCCCC2)c1 (stereo not given)
 : -5% | 1.5% | i | 0% | 12% | 11% | 6% | -4% | -0.5
COCCn1c(SCC(=O)Nc2ccccc2F)nnc1-c1ccoc1C
 : -3% | 0.1% | i | 8% | 4% | 6% | 5% | 2% | 0.0
CC(=O)c1ccc(NC(=S)Nc2ccc3cn[nH]c3c2)cc1
 : 1% | 0.6% | i | 5% | -1% | 16% | 45%[activator] | -2% | -2.3
COc1ccc(C(c2sc3nc(C)nn3c2O)N2CCC3(CC2)OCCO3)cc1 (stereo not given)
 : -1% | -0.4% | i | 13% | 3% | 10% | 6% | 6% | 2.9
O=C1OCCC1Sc1nnc(-c2ccco2)n1-c1ccccc1 (stereo not given)
 : -2% | 0.0% | i | 6% | -5% | 10% | -4% | -13% | 1.7
COc1cccc(C2CC(=O)Nc3c2c(=O)[nH]c2ncnn32)c1 (stereo not given)
 : 4% | -0.7% | i | 11% | -1% | 13% | 16% | -4% | -1.4
Cn1c(=S)c2[nH]c(SCCN3CCCC3)nc2n(C)c1=O
 : -4% | 0.6% | i | 3% | 0% | -3% | ? | -3% | -0.3
CCCN(CCC)c1nc(NC2CCN(C(=O)OCC)CC2)nc(OC)n1
 : 1% | 5.3% | i | -28% | -12% | . | ? | ? | -7.9
CCOc1ccc(CC(=NCCc2ccccc2)C2=C(O)CC(C)(C)CC2=O)cc1OCC
 : 1% | 0.6% | i | -6% | 2% | -15% | -9% | ? | -2.9
S=C1NCN(Cc2ccccc2)CN1C1CCCCC1
 : -2% | 1.5% | i | -7% | 10% | -8% | 0% | 9% | -2.5
Cc1ccc2c(CN3CCN(c4ccccc4)CC3)cc(=O)oc2c1
 : . | -1.3% | i | 5% | 6% | . | 3% | . | -0.2
O=C(NCCCO)/C(=C/c1ccc(-c2cccc([N+](=O)[O-])c2)o1)NC(=O)c1ccccc1
 : -1% | 2.2% | i | -10% | 0% | -3% | -1% | -4% | -28
O=C(C1CCN(Cc2ccccc2O)CC1)N1CCN(Cc2ccc3c(c2)OCO3)CC1
 : 0% | -0.9% | i | -1% | 2% | -3% | -2% | -3% | -0.6
CCOC(=O)/C(C#N)=C\c1cc(OC)c(OC)cc1[N+](=O)[O-]
 : -1% | 0.6% | i | -1% | 16% | -10% | 2% | -6% | -1.5
Cc1cc(C)cc(OCC(=O)N2N=C(C(F)(F)F)CC2(O)C(C)(C)C)c1 (stereo not given)
 : 0% | -0.3% | i | -24% | -11% | -27% | ? | -14% | 0.0
O=C(Nc1ccc(Cl)c(Cl)c1)c1cccnc1
 : 2% | 9.1% | i | -2% | 1% | ? | 6% | 15% | 0.2
COc1cc(/C=N/NC(=O)c2ccc(NC(=O)C3CCCCC3)cc2)ccc1O
 : 2% | 0.1% | i | -7% | -2% | 11% | -19% | -5% | -3.3
O=C(CCCSc1ccccc1)Nc1cccc(CO)c1
 : 1% | -0.2% | i | -1% | 11% | ? | 8% | -14% | 0.5
CCOc1ccc(-c2nnc(-c3ccc(OC)cc3)o2)cc1
 : 0% | 0.0% | i | 8% | -3% | . | -9% | 0% | -1.1
Cc1cccc2sc(NC(=O)CSc3nc4ccccc4o3)nc12
 : 1% | ? | . | 5% | -2% | ? | -19% | -12% | 0.1
CCCCOc1cccc(NC(=O)c2cccc(C(=O)Nc3cccc(OCCCC)c3)c2)c1
 : . | 0.3% | . | . | . | 0% | 0% | 1% | .
O=C(NCCNc1ccccc1[N+](=O)[O-])c1ccccc1F
 : -1% | 8.3% | i | 1% | 2% | 24% | 10% | -6% | -2.1
Cc1ccc(C)c(N2CCN(C(=O)Cn3nc(Cc4cccnc4)c4ccccc4c3=O)CC2)c1
 : . | 3.0% | . | . | . | -30% | ? | 3% | .
COC(=O)c1cccc(OCC(O)Cn2ccnc2)c1 (stereo not given)
 : -15% | 1.7% | i | 0% | -3% | ? | -6% | -1% | -2.5
COCCNC(=O)c1cc(C)ccc1C
 : -1% | -0.1% | i | -2% | 4% | 1% | 20% | -1% | 0.3
CCCSc1nnc(NC(=O)Nc2ccccc2OC)s1
 : -3% | 7.4% | i | 4% | -3% | 14% | -26% | 1% | 1.4
O=C(c1csc2c1CCCC2)N1CCN(c2ccc(F)cc2)CC1
 : -2% | 1.5% | i | -5% | 8% | -3% | -24% | 14% | -2.5

Other entries
Results follow in this order: MmCpn inh | Nrf2 ARE act | pAkt inh | EPAC2 antag | EPAC2 agonist | Nrf2 inh | TGFb inhibitor | A549 viability | CCT modulator
COc1ccccc1CN1CCNC(=O)C1CC(=O)NCc1cn(C)nc1C (stereo not given)
 : -2% | 0.1% | i | -1% | 0% | 7% | 0% | 1% | -0.7
Cc1[nH]c2ccccc2c1N=Nc1cc(C(=O)O)cc(C(=O)O)c1
 : -9% | 0.3% | i | 7% | 14% | 12% | 1% | ? | -2.1
O=C(NNC(=O)c1ccccc1[N+](=O)[O-])c1cccs1
 : 1% | 0.5% | i | 0% | 0% | 8% | 2% | -2% | 0.3
COC(=O)c1ccc(NC(=O)COc2ccc(N(C)S(=O)(=O)c3ccc(C)cc3)cc2)cc1
 : 1% | -0.1% | i | -5% | -2% | -8% | -7% | -2% | -2.7
COc1cc(/C=C(\C#N)C(=O)Nc2ccc(SC(F)F)cc2)cc(OC)c1OC
 : 1% | -0.3% | i | 1% | 0% | -23% | 2% | -5% | -0.7
CCC(C)NC(=O)[C@H](CSCc1ccccc1)N1Cc2ccccc2C1=O (stereo not given in full)
 : -1% | 0.2% | i | -9% | 5% | 9% | 3% | -9% | -3.0

A portion of the library (hit frequency here may not be typical).
